Compound activity: PubChem BioAssay, National Center for Advancing Translational Sciences (NCATS)
ATXN2 expr inh: reduces ATXN2 reporter expression in HEK-293 cells. HEK-293 ATXN2-luciferase reporter, luminescence, 24 h. Potency, µM (highest dose often 57 µM), inactives show at the top dose activity change, negative = inhibition, actives largely listed as inhibitors. actives 0.72% (n = 360,000). AID 1745845; also: potency is read from the fitted curve at half-maximal effect; % is scaled to controls: 0 for no effect and ±100 for the full control effect; nearly all actives have a fitted effect of over 55% in size
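qHTS (up to 57 uM final) was run with 24 h compound exposure of reporter cells at 37 °C. Each well was multiplexed: SteadyGlo luminescence measured ATXN2-luciferase expression after a fluorogenic Gly-Phe-AFC viability readout (25 uM final).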
HT1080NT lethal: kills 2HG-producing HT-1080-NT fibrosarcoma cells; Potency, µM (doses to about 46.1 µM), inactives show at the top dose activity, negative = less viability, actives largely listed as cytotoxic; HT-1080-NT fibrosarcoma viability, CellTiter-Glo ATP luminescence, 48 h; actives 1.6% (n = 360,000); AID 686970;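 also: NT is the 2HG producing partner of a matched IDH1 knockdown line; potency is read from the fitted curve at half-maximal effect; 0% = DMSO-treated cells and -100% = media-only wells without cells; nearly all actives have a fitted effect of over 55% in size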
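Luminescent CellTiter-Glo readout after 48 hours of compound exposure at 37 degrees C defined viability of HT-1080-NT cells. Activity was normalized to DMSO wells and cell-free media wells; concentration-response curves were fitted and assigned curve classes.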
KB-3-1 tox: kills parental KB-3-1 adenocarcinoma cells; KB-3-1 viability, CellTiter-Glo ATP luminescence, 72 h; Potency, µM (doses to about 46.1 µM), inactives show top-dose activity change, negative = cytotoxic, most hits filed as cytotoxic; actives 1.4% (n = 400,000); AID 1347075; also: potency is read from the fitted curve at half-maximal effect; % is scaled to controls: 0 for no effect and ±100 for the full control effect; nearly all actives have a fitted effect of over 60% in size
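Screening of KB-3-1 cells (DMEM, 10% FBS, phenol-red free) ran from lowest to highest compound concentration; after 72 h at 37 °C viability was read luminescently and curves fitted.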
HT1080 IDH1KD tx: HT-1080 IDH1 knockdown cell toxicity (counter line) | HT-1080 IDH1 knockdown viability, ATP luminescence, 48 h | Potency, µM (series often up to 46.1 µM), for inactives: top-dose activity, negative = toxicity, actives largely listed as cytotoxic | actives 2% (n = 360,000) | AID 686971;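 also: potency is read from the fitted curve at half-maximal effect; 0% = DMSO wells and -100% = cell-free medium wells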
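% activity derives from luminescence (CellTiter-Glo), normalised to DMSO and no-cell wells. HT-1080-IDH1KD cells, 750/well, had 48 h compound exposure at 37 °C.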
MCF10A rerep: induces DNA re-replication in MCF 10a normal breast cells; Potency, µM (highest dose often 46.1 µM), for inactives: at the top dose activity, positive = re-replication, most hits filed as activators; AID 624296; MCF 10A DNA re-replication, Hoechst nuclear intensity, 48 h; actives 2.9% (n = 350,000); also: potency is read from the fitted curve at half-maximal effect; % of control where 0% means no effect; nearly all actives have a fitted effect of over 50% in size
IL1B secr inh: inflammasome signaling inhibition, IL-1 beta readout | activity change, % at 57.5 µM | THP-1 LPS/ATP IL-1B secretion, AlphaLISA, 16 h; stronger effect = lower value | actives 4.7% (n = 360,000) | AID 743279; in the data active = activity change below about -50%; inconclusive = mostly about -30% to -49%; also: % is scaled to controls: 0 for no effect and ±100 for the full control effect
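Secreted IL-1B measured by AlphaLISA bead assay after 16 h compound exposure of THP-1 cells; compounds (final up to 57.5 uM) added 1 h before LPS (250 ng/mL) and ATP (1.25 mM) stimulation; lower signal means less secretion.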
SW480 rereplic: DNA re-replication induction in SW480 cells. Potency, µM (titrated, usually from 46.1 µM), without a hit: at the top dose re-replication activation, hits mostly activators. SW480 DNA re-replication, Hoechst DNA content imaging, 48 h. actives 1.8% (n = 340,000). AID 624297; also: potency is read from the fitted curve at half-maximal effect; % of control where 0% means no effect; nearly all actives have a fitted effect of over 55% in size
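Quantitative HTS format with DMSO vehicle controls; 48 hr drug incubation at 37 C, then 40 min Hoechst staining and scanning imager measurement at 405 nm excitation.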
HepG2 tox: HepG2 cytotoxicity, counter-screen for TGF-b inhibitors. actives 0.76% (n = 410,000). Potency, µM (top dose mostly 46.1 µM), without a hit: top-dose activity change, negative = cytotoxicity, most hits filed as cytotoxic. HepG2 CAGA-GFP viability, ATP luminescence, 18 h; also: potency is read from the fitted curve at half-maximal effect; some results filed as inactive show a strong effect at the top dose
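HepG2 CAGA-GFP cells (1000/well, DMEM with 1% FBS) received compound, then TGF-beta at 500 pg/mL final, and were incubated 18 hours at 37 degrees C. Viability was read by CellTiter-Glo luminescence. Media-only wells were set as complete cell-killing and DMSO as no toxicity.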
ATXN viability: reduces viability in counter-screen for ATXN expression inhibitors; actives 0.49% (n = 400,000); Potency, µM (titrated, usually from 56.7 µM), usual class: cytotoxic; S2 cells (HEK-293 line with an ATXN2-luciferase reporter) viability, CellTiter-Fluor protease fluorescence, 24 h; AID 651635; also: potency is read from the fitted curve at half-maximal effect; nearly all actives have a fitted effect of over 40% in size
Starred values were filed as active, the others as inactive; i = inactive; ? = inconclusive; · = no result given; & = joins results of further samples; ! = a repeat was not active; [ ] = remark or other dose. Unless noted, calls follow the shape of the dose curve; as a rule, active = well fitted curve in the direction sought with a large enough effect; inconclusive = small, poorly fitted or top-dose-only effect, or another doubt; inactive = no such curve, though single readings can be large; an effect the other way counts as inactive or inconclusive.

Start of the listing, in advance:
SMILES	ATXN2 expr inh	HT1080NT lethal	KB-3-1 tox	HT1080 IDH1KD tx	MCF10A rerep	IL1B secr inh	SW480 rereplic	HepG2 tox	ATXN viability
CC1(C)CC(=NOC(=O)c2ccccc2)CC(C)(C)N1	1%	9%	-9%	6%	-3%	10	-1%	-19%	i
CC1CN(C(=O)CCC(=O)NCc2cccs2)c2cc(Cl)ccc2O1 (stereo unspecified)	4%	·	1%	·	·	·	·	-17%	i

The listing, from the start:
SMILES	ATXN2 expr inh	HT1080NT lethal	KB-3-1 tox	HT1080 IDH1KD tx	MCF10A rerep	IL1B secr inh	SW480 rereplic	HepG2 tox	ATXN viability
CC1(C)CC(=NOC(=O)c2ccccc2)CC(C)(C)N1	1%	9%	-9%	6%	-3%	10	-1%	-19%	i
CC1CN(C(=O)CCC(=O)NCc2cccs2)c2cc(Cl)ccc2O1 (stereo unspecified)	4%	·	1%	·	·	·	·	-17%	i
NC(=O)C1CCN(CC(O)CSc2ccccc2)CC1 (stereo unspecified)	0%	25%	-6%	7%	7%	5	0%	-15%	i
Cc1cccc(NC(=O)CCNS(=O)(=O)c2cccc3nsnc23)c1C	4%&4%	12%	4%&4%	1%	0%	0	-5%	10%&-7%	i
Cn1nc(Cc2n[nH]c(=S)n2C)c2ccccc2c1=O	1%	17%	-9%	15%	?	20	?	-47%	i
CCCCNS(=O)(=O)c1ccc(NS(=O)(=O)c2c(C)cc(C)cc2C)cc1	4%	?	-2%	?	4.6µM*	-1	?	-32%	i
CC1=Nc2nc(N3CCCCCC3)c(C#N)c3c4c(nc(c23)N1)N(c1ccc2ccccc2c1)C(=O)C4	·	0%	3%	-1%	0%	-8	-12%	-17%	i
Cc1ccnc(SCC(=O)NC2CC2)n1	-3%	0%	6%	18%	3%	22	?	-7%	i
NS(=O)(=O)c1ccc(Nc2nc(-c3ccc(F)cc3)cs2)cc1	?	?	-17%	15µM*	?	-88*	2%	14%	i
Cc1ccc(C(=O)COC(=O)c2cc(=O)[nH]c3ccccc23)cc1	22%	18%	12%	1%	5%	-1	15%	-10%	i
C=CCC(NCCCO)c1cccc(OC)c1OC (stereo unspecified)	5%	9%	14%	14%	5%	42	-4%	10%	?
COc1ccc(NS(=O)(=O)c2cccc(C(=O)NC3CCN(Cc4ccccc4)CC3)c2)cc1	-23%	?	-20%	?	16%	-70*	0%	-36%	i
Cc1nnc(SCc2nc(-c3ccc(Cl)cc3)no2)n1-c1ccc(F)cc1	?	·	?	·	·	·	·	-41%	?
Cc1csc2nc(O)c(C(=O)NCCCN3CCCC3=O)c(=O)n12	0%	16%	3%	0%	-2%	35	-114%[inhibitor]	14%	i
Cc1ccc(CN(C(=O)COc2cccc(Cl)c2)c2ccccn2)o1	20%	·	-3%	·	·	·	·	-20%	i
C#CCOCCOCCOCCNc1nc(N2CCN(C(=O)[C@H]([C@@H](C)CC)n3cc([C@@H](N)CO)nn3)CC2)nc(N2CCN(C(=O)[C@H](CCCCN)n3cc([C@@H](N)CO)nn3)CC2)n1	8%	-2%	0%	5%	-5%	23	4%	-25%	i
Cn1c(SCC(=O)NNC(=O)Cc2ccccc2)nnc1-c1ccc(Cl)cc1	1%	-1%	18%	2%	-1%	-26	-2%	-22%	i
COc1ccc(-c2cc(C(=O)Nc3c(C(=O)c4ccc(Cl)cc4)oc4ccccc34)no2)cc1	8%	·	-2%	·	·	·	·	4%	i
COc1ccc(NC(=O)C(=O)NCC2CCCN2S(=O)(=O)c2ccc(C)cc2)cc1 (stereo unspecified)	-19%	0.21µM*	0.15µM*	0.052µM*	?	58	?	-12%	?
COCCn1c(SCC(=O)/C=C2\N(C)c3ccccc3C2(C)C)nnc1-c1ccncc1	?	-5%	-5%	-5%	?	?	2%	-20%	i
O=C(NCc1ccccc1)c1ccc(F)c(F)c1	-5%	-1%	-6%	-1%	-4%	-9	-5%	15%	i
CCCC(=O)N1CCC1(C)C(=O)Nc1ncc(C(=O)OC)s1 (stereo unspecified)	1%	?	0%	?	·	29	·	-2%	i
CCn1ccnc1CN(C)Cc1nc(-c2ccccc2)no1	36%	3%	-1%	-3%	?	9	9%[1.84 µM]	1%	i
Cc1ccc(C)c(S(=O)(=O)ON2C(=O)c3ccccc3C2=O)c1	-33%	?	?	13µM*	5.8µM*	-18	?	-9%	?
CC(=O)Nc1ccc(Nc2nc(-c3ccccc3)nc3ccccc23)cc1	?	-14%	?	-27%	?	?	2%	-29%	?
Cc1ccc(NC(=O)COC(=O)c2ccc(OC(F)F)cc2)cc1S(=O)(=O)N1CCCCC1	-10%	-2%	-3%	-3%	12%	-9	4%	7%	i
Cc1c(C(=O)NC2CCCc3ccccc32)oc2ccc(S(=O)(=O)N3CCOCC3)cc12 (stereo unspecified)	2%	-8%	-8%	-11%	?	34	0%	-2%	i
COc1ccc(C)cc1NC(=O)Nc1ccc(C(=O)N2CCCC2)cc1	13%	?	?	?	4%	?	6%	-41%	i
Cc1ccc(Nc2nc(N)nc(CSc3nc(C)cc(C)n3)n2)cc1	-9%	-19%	27%	-6%	15%	-23	1%	-19%	i
Cn1cc(CCCC(=O)NCc2ccccc2)c2ccccc21	13%	-17%	-3%	-17%	?	-2	10%	-10%	i
Cc1ccc(NC(=O)c2cc(S(=O)(=O)NCCC3=CCCCC3)ccc2F)cc1C	?	·	16µM*	·	·	·	·	-47%	?
Cc1cc(N=Cc2c(O)ccc3cc(Br)ccc23)no1	-15%	-21%	8%	-27%	13µM*	19	-693%[inhibitor]	-41%	i
O=C1c2ccccc2C(=O)N1CCCCN(C(=O)c1ccc(Cl)s1)c1ccc(Cl)cc1	-8%	16%	-12%	19%	-1%	-22	-2%	25%	i
O=S(=O)(c1ccc(Cl)c(NC(=S)Nc2cccc(O)c2)c1)N1CCOCC1	10%	1%	-3%	-2%	4%	-12	-5%	-7%	i
CC(=O)N(C1=C(Cl)C(=O)c2ccccc2C1=O)C1CCCCC1	?	4.1µM*	?	2.9µM*	?	-97*	?	-89%	·
Cn1nc([N+](=O)[O-])nc1Sc1nnnn1-c1cccc(C(=O)O)c1	5%	16%	-4%	21%	-2%	-9	-20%	-3%	i
C=CCn1c(OCc2ccccc2)n[nH]c1=S	5%	21%	2%	13%	2%	22	5%	-1%	i
O=C(COC(=O)c1cc[n+]([O-])cc1)NCc1ccccc1Cl	-18%	14%	-7%	-2%	3%	-16	-6%	0%	i
CCCCNC(=O)Cn1cnc2c(cnn2-c2ccc(C)c(C)c2)c1=O	-19%	10%	1%	2%	2%	9	-10%	14%	i
O=C1CC(NCc2ccco2)C(=O)N1CCc1ccccc1 (stereo unspecified)	4%	16%	8%	5%	-12%	-10	-2%	-2%	i
CC(C)(C)OC(=O)C[C@@H]1C/C=C\C[C@H](CC(=O)NCCO)C(=O)N[C@H](Cc2ccccc2)COC1=O	8%	7%	?	11%	19%	6	-14%	2%	i
Cc1[nH]c(C)c(S(=O)(=O)N(C)Cc2ccccc2)c1C(=O)N1CCCCC1	10%	12%	4%	2%	6%	-23	-17%	-7%	i
Cc1ccc(NC(=O)COC(=O)C2CCC2)cc1S(=O)(=O)N1CCCCC1	-11%	5%	16%	7%	-2%	-6	-2%	8%	i
CCCCS(=O)(=O)N1CCN(S(=O)(=O)c2cccs2)CC1	6%	17%	?	16%	-17%	i	-8%	0%	i
CC(C)(C)c1ccc(OCC(=O)Nc2ccc(C(=O)OC3CCCCC3)cc2)cc1	0%	·	-2%	·	·	·	·	-1%	?
CCN(CCS(=O)(=O)c1ccc(Br)cc1)Cc1nc2ccccc2c(=O)[nH]1	-18%	-8%	-2%	-7%	34%	-52*	-12%	-11%	i
COC(=O)c1ccc(NC(=O)COc2ccc(S(=O)(=O)NC(C)C)cc2)cc1	-13%	-2%	8%	?	-9%	7	-6%	-1%	i
COc1cccc(CN2CCC(C(=O)Nc3ccc(Oc4cccnc4)cc3)CC2)c1	-11%	-1%	·	-1%	?	5	4%	-13%	i
CSc1sc2ccccc2[n+]1CCCS(=O)(=O)[O-]	0%	-8%	-2%	5%	-1%	5	-2%	-8%	i
COc1ccc(/C=C2/C(=O)ON=C2C)cc1Br	-16%	-4%	0%	3%	-13%	-88*	-6%	-10%	·
Cc1[nH]nc(N=CC2=C(O)CC(C)(C)CC2=O)c1-c1ccc(Cl)cc1	-21%&15%	4%&-1%	-3%&-17%	1%&-1%	18µM*!	-7&-3	?	-18%&4%	i
CCC1CCc2sc(C(=O)N(C)CC(=O)Nc3cccc(OC)c3)cc2C1 (stereo unspecified)	9%	-1%	-1%	1%	10%	0	4%	-23%	i
O=C(CSc1nnc(SCc2ccc(Cl)cc2)s1)N1CCN(C(=O)c2ccco2)CC1	-1%	-1%	-2%	0%	?	8	-2%	-4%	i
COc1ccc(CCNC(=O)c2ccc3nc(N4CCCCC4)sc3c2)cc1OC	?	0%	-6%	-12%	18%	32	-5%	-28%	?
COCCNC(=O)C(c1ccc(OC)cc1)N(CCOC)C(=O)CCC(=O)Nc1nccs1 (stereo unspecified)	1%	19%	4%	6%	-17%	8	-4%	-4%	i
COc1cc(/C=N/NC(=O)c2ccoc2C)cc(OC)c1OC	58%[activator]	16%	-1%	8%	-21%	-3	-4%	-10%	i
COC(=O)c1oc2ccc(OC)cc2c1N	20%	10%	8%	-4%	2%	-12	-13%	0%	i
C/C(=N/OCO/N=C(\C)c1ccccc1F)c1ccccc1F	6%	0%	12%	12%	1%	14	-2%	10%	i
O=C(c1ccc(Br)s1)N1CCN(c2ccccn2)CC1	-20%	-1%	-14%	1%	0%	-17	6%	2%	i
Cc1ccc(S(=O)(=O)N2[C@H](CC(=O)c3ccccc3)OC[C@@H]2C)cc1	·	2%	-4%	2%	·	28	·	·	·
